PKA-R2B activ: activators of human PKA-R2B complex; P22694+P31323; PKA-R2B holoenzyme dissociation, Cy5-IP20 fluorescence polarization; R2B truncated from residue 108, S112A mutant; 0% DMSO only, 100% 113 µM cGMP; activation, % at 11.4 µM; 340,000 compounds, 0.079% hits; AID 504700;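 active = activation above a cutoff set at the mean over all compounds plus 3 SD, cut at about 18% in these data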;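 also: higher means more holoenzyme dissociation and a rise in polarization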
Target sequence (P31323 whole entry, looked up, other chains not shown, the tested form may be a part): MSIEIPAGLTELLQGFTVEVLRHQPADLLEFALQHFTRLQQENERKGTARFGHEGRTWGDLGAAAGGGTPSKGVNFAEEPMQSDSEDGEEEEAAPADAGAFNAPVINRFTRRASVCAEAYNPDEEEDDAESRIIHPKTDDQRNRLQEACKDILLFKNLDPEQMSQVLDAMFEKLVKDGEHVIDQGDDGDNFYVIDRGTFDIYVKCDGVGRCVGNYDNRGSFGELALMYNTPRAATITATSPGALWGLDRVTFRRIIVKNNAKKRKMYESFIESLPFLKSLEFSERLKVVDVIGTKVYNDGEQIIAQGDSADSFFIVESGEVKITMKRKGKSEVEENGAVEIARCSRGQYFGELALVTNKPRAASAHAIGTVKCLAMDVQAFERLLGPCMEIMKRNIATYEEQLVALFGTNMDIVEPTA
AddAB inh: less growth of phage-infected E. coli with AddAB; E. coli expressing H. pylori AddAB, absorbance growth; inhibition, % at 11.9 µM; 330,000 compounds, 0.29% hits; AID 435030; in the data active = inhibition above about 12%;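 also: 0% = vehicle wells of infected cells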
OPRM1-OPRD1 ag: OPRM1-OPRD1 heterodimerization agonism. 340,000 compounds, 0.3% hits. activation, % at 9.3 µM. cells, luminescence. P35372+P41143; in the data active = activation above about 18%;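 also: 0% = vehicle-treated cells and 100% = reference agonist; values of inactives mirror those of a sister screen read the other way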
Mot1-301 SUMO: SUMOylation pathway inhibition by Mot1-301 growth rescue; S. cerevisiae Mot1-301 growth rescue, ATP luminescence, 38.5C; percent above DMSO median, 100 means doubled; growth rescue, % at 18.8 µM; 320,000 compounds, 1% hits;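 active = every valid replicate shows activation above 250% relative to neutral control wells; inactive = the rest, any valid replicate at or below 250%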;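 also: OY570 slx delta 5 strain wells were the positive control but not used for scaling; some compounds called inactive have numbers as strong as hits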
E coli growth: counter-screen for AddAB inhibitors: E. coli growth inhibition; E. coli V3065 growth, OD600 absorbance, 18 h; inhibition, % at 11.9 µM; 330,000 compounds, 0.27% hits;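 active = inhibition above the campaign's mean inhibition across all tested compounds plus 3 SD, cut at about 9.9% in these data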;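 also: uninfected addAB+ strain grown without phage in ampicillin broth; 0% = DMSO wells and 100% = ciprofloxacin 0.95 µg/ml wells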
PKA-R1A activ: activators of PKA-R1A complex. activation, % at 11.4 µM. 340,000 compounds, 0.083% hits. PKA-R1A dissociation, Cy5-IP20 fluorescence polarization; scaled: DMSO 0%, 113 µM cGMP 100%. P00514+P68181;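 active = percent activation above the mean of all tested compounds plus 3 SD, cut at about 19% in these data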;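 also: higher means more PKAc released from R1A so a rise in polarization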
HTR5A inv ag: HTR5A inverse agonism, opioid heterodimer counter-screen; 340,000 compounds, 0.083% hits; HTR5A cell line, luminescence; inhibition, % at 9.3 µM; P47898; in the data active = inhibition mostly above about 23%, no sharp cut-off; inactive = mostly below about 18%;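 also: 0% = cells with DMSO and 100% = no-cell wells with DMSO; some compounds called inactive have numbers as strong as hits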
Target sequence (P47898 whole entry, looked up): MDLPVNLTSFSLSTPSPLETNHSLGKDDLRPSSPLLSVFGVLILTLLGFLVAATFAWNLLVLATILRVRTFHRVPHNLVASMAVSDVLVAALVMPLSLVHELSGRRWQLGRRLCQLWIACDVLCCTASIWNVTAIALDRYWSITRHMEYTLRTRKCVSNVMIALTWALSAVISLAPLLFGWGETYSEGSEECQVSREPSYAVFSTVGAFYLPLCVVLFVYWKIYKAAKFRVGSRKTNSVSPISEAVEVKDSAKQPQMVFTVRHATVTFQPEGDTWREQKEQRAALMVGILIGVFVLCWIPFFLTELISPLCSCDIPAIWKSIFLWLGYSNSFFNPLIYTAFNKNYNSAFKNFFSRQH
PfHsp90 set2: reduces growth (ATP signal) of yeast expressing P. falciparum Hsp90. inhibition, % at 9.4 µM. AID 504621. 310,000 compounds, 0.32% hits. S. cerevisiae expressing PfHsp90, BacTiter-Glo ATP, 48 h; yeast lacking PDR1 and PDR3 efflux regulators;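 active = every replicate shows inhibition above about 80%, whatever the replicate mean, limit read from the data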;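 also: 0% = DMSO neutral controls and 100% = 20 µM radicicol positive controls; yeast relying on Plasmodium falciparum Hsp90 in place of its own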
phage Ecoli inh: E. coli growth loss with phage present; 360,000 compounds, 0.26% hits; inhibition, % at 11.9 µM; growth absorbance; in the data active = inhibition above about 11%
OPRM1-OPRD1 inv: inverse agonists of human mu-delta opioid receptor heterodimerization. P35372+P41143. cell-based MOR-DOR heterodimer luminescence, inverse agonism. inhibition, % at 9.3 µM. 340,000 compounds, 0.21% hits; in the data active = inhibition above about 22%, passing the limit was not always enough;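 also: 0% = cells with DMSO and 100% = wells without cells with DMSO; values of inactives mirror those of a sister screen read the other way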
Tat export inh: E. coli Tat transport inhibition. inhibition, % at 10 µM. E. coli MC4100 TorA-mCherry Tat export, fluorescence. 340,000 compounds, 0.036% hits;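 active = mean replicate inhibition at least 50% and at least half of replicates individually reaching 50%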;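 also: exported cargo escapes ClpAP degradation while cytoplasmic cargo is degraded and loses fluorescence; 0% = median of neutral control wells and 100% = median of NaSCN control wells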
Starred values were filed as active, the others as inactive; i = inactive; · = not tested or not shown.

SMILES	PKA-R2B activ	AddAB inh	OPRM1-OPRD1 ag	Mot1-301 SUMO	E coli growth	PKA-R1A activ	HTR5A inv ag	PfHsp90 set2	phage Ecoli inh	OPRM1-OPRD1 inv	Tat export inh
Cc1nc2cc(-c3ccc(Cl)cc3)nn2c(C)c1CCC(=O)N1CCC2(CC1)OCCO2	7	·	-1.1	·	·	-13	-2	-12	1.4	6	-2
CC[N+](C)(CC)CCCOC(=O)C(O)(c1ccccc1)C1CCCCC1 (stereo unspecified)	1	1.1	-3.8	5	-1.3	-6	13	3	1.0	16	3
CC(=O)C1(c2ccccc2)CCN(C(=O)C2CCC(=O)N(CCc3cccc(F)c3)C2)CC1 (stereo unspecified)	-5	-0.3	-3.6	8	-1.0	-4	9	6	0.2	18	-8
CCC(C)C1(CC)C(=O)NC(=O)N=C1N (stereo unspecified)	1	1.9	-1.1	-16	-0.3	-5	-8	-5	5.4	6	-2
CCCCc1ccc(NC2=NCCCS2)cc1	6	2.0	1.1	-3	1.8	2	5	2	1.5	-6	-13
CN(C)c1ccc(C(=O)c2ccc(N(C)C)cc2)cc1	-8	1.3	-2.6	-15	-0.6	6	-14	-3	1.6	14	1
N#C[C@H](O[C@@H]1O[C@H](CO[C@@H]2O[C@H](CO)[C@@H](O)[C@H](O)[C@H]2O)[C@@H](O)[C@H](O)[C@H]1O)c1ccccc1	-10	4.4	2.9	2	-1.5	-2	-30	3	1.0	-17	0
O=C1CC(c2cccnc2)=NN1c1ccccc1	-1	-0.5	-3.7	-3	2.4	-3	-8	-1	3.7	17	6
C[C@]12CCC3C(CC[C@H]4C[C@@H](O)CC[C@]34C)C1CCC2=O (stereo partly specified)	-5	-2.4	-0.3	49	1.1	9	-10	-5	·	1	-3
CCCC1(CCC)C(=O)NC(=Nc2ccccc2)NC1=O	-6	-0.8	8.2	-13	-4.2	-10	-16	-2	-0.6	-51	13
CC(C)OC(=O)C1C2c3ccccc3C(c3ccccc32)C1C(=O)O (stereo unspecified)	-9	-1.4	-2.2	-11	-0.7	3	-7	6	-0.1	10	4
NP(=O)(OCCCc1ccccc1)c1ccccc1 (stereo unspecified)	9	4.7	-1.5	-22	0.5	-1	10	4	1.3	8	-11
COc1ccc2[nH]c(C)c(CCNCc3cn(C)c4ccccc34)c2c1	2	-0.1	2.5	3	-0.5	-6	-22	0	3.4	-10	2
O=C1NC(=O)C2(Cc3ccccc3N3CCCC32)C(=O)N1c1ccc(Cl)cc1 (stereo unspecified)	·	1.8	·	143	0.4	·	·	·	3.6	·	-5
CCCCn1c(=O)c(C(=O)NCc2ccco2)c(O)c2ccccc21	-5	3.6	-0.9	-11	-0.5	-6	-6	3	1.5	5	8
CN1CCCN(C(=O)COc2ccccc2Br)CC1	-3	1.8	0.1	1	0.2	-5	6	2	0.7	0	3
CCCCCCCSc1cc(OC)c(CCNC)cc1OC	5	3.5	7.6	16	1.9	1	-4	·	5.9	-38	2
COC1=C(C)C(=O)C2=C(C1=O)C(CO)N1C(C#N)C3CC4C(C1C2N1CCOC41)N3C (stereo unspecified)	7	·	8.3	·	·	7	-19	1	2.5	-36	17
COC(=O)C1=C(c2ccccc2OCc2ccccc2)C[C@@H]2CC[C@H]1N2C(=O)NCc1ccc(C(C)(C)C)cc1	-8	2.0	-1.3	15	1.2	-1	-4	-8	4.1	7	0
COC(=O)C1=C(c2ccc(OC)c(OC)c2)C[C@@H]2CC[C@H]1N2C(=O)NCCOc1ccc(OC)cc1	-4	3.3	-0.9	-8	1.6	-3	-5	-5	0.0	5	-10
CC(Cc1ccccc1)NC(=O)Cc1ccc([N+](=O)[O-])cc1 (stereo unspecified)	1	-1.3	0.4	20	-1.4	-7	4	12	-1.0	-2	-8
O=c1[nH]c(O)c(N=Nc2ccc3c(c2)OCCO3)c(=O)[nH]1	-1	0.4	-3.4	89	1.5	-2	12	0	2.4	19	-4
c1cncc(C2CC(c3cccs3)n3ncnc3N2)c1 (stereo unspecified)	-8	-0.2	-2.5	-10	1.4	-5	-3	-8	2.7	15	-3
Nc1ccc(CCN2CCCC2)cc1	-1	4.7	-1.8	-1	1.7	12	-13	-13	-1.4	10	8
N#CC1c2ccccc2-n2nncc2CN1S(=O)(=O)c1ccccc1 (stereo unspecified)	-15	·	-2.9	·	·	-8	-9	-13	-0.2	14	-1
CN(C)C1(c2nnnn2-c2ccc(Cl)cc2)CCCCC1	10	10	·	737*	0.5	1	·	10	2.7	·	-2
Fc1ccc2c(c1)nnn2C1CCN(Cc2nnnn2C2CCCCC2)CC1	-4	2.3	·	733*	-1.3	4	·	68	3.1	·	8
Cc1c(NP(=S)(C(C)(C)C)C(C)(C)C)c(=O)n(-c2ccccc2)n1C	-5	2.5	-3.3	63	-3.2	-2	1	-3	5.6	17	-4
Cc1ccc(Cn2nnnc2CN2CCC(n3nnc4cc(C(F)(F)F)ccc43)CC2)cc1	-13	0.9	·	-12	0.3	-4	·	·	3.4	·	14
O=S(=O)(c1ccccc1)N1CN2CCN(C2)C1	-6	-2.2	0.0	7	-1.6	12	33	-7	1.3	0	4
CCCCn1c(O)c(C(CC)=NCc2ccc(F)cc2)c(=O)[nH]c1=O	-8	-1.3	2.3	365	-0.8	11	-2	11	2.5	-11	2
CN1CCN(Cc2ccc(OC(F)(F)F)cc2)CC1	-6	1.5	-1.9	-14	0.3	-3	5	-4	2.2	9	-1
CCC(=NCC1CCCO1)c1c(O)n(-c2ccc(Cl)cc2)c(=O)[nH]c1=O (stereo unspecified)	-9	-1.3	-2.1	-8	-4.5	-9	-52	-7	0.9	12	-6
COC(=O)C1=C(c2ccc(F)cc2F)C[C@@H]2CC[C@H]1N2C(=O)NC(C)C	-3	1.8	-2.7	7	1.6	-3	-9	-9	·	15	9
COc1ccc2c(c1)[C@@]13CCC=C[C@H]1[C@@H](C2)NCC3	1	0.8	-0.6	455*	-0.2	-5	4	19	4.2	3	4
O=C(C1CCCN(c2nnc(-n3cccc3)s2)C1)N1CCC2(CC1)OCCO2 (stereo unspecified)	5	2.1	-1.0	·	-1.6	7	-5	-2	1.1	6	-2
CC(=O)O[C@@]12CO[C@@H]1C[C@H](OC1OCC(O)C(O)C1O)[C@@]1(C)C(=O)[C@H](O)C3=C(C)[C@@H](OC(=O)[C@H](O)[C@@H](NC(=O)c4ccccc4)c4ccccc4)C[C@@](O)([C@@H](OC(=O)c4ccccc4)C12)C3(C)C (stereo partly specified)	-8	-0.5	-1.9	-11	-1.0	-6	-4	11	5.4	10	1
CC(C)c1ccc(-n2c(O)c(C=NC(CCS(C)=O)C(=O)O)c(=O)[nH]c2=S)cc1 (stereo unspecified)	-6	-2.2	-1.0	3	-5.1	1	16	20	-0.3	5	6
COc1cccc(OCc2cc(C(=O)N3C[C@H]4C[C@@H](C3)c3cccc(=O)n3C4)no2)c1	-9	·	0.8	·	·	-11	2	-6	-0.6	-4	-3
COc1ccccc1N1CCN(Cc2ccccc2)CC1	-10	1.2	-2.5	2	1.5	-5	4	-11	1.9	12	-6
O=C(CN1CCCCC1)Nc1ccc(Br)cc1C(=O)c1ccccc1Cl	-1	0.8	-1.2	i	-0.3	2	-11	·	4.2	7	1
CCOC(=O)c1cn2nc(OP(=S)(OCC)OCC)cc2nc1C	-5	4.3	-3.2	5	0.2	-5	-13	·	3.1	16	2
CC(=O)c1cccc(NC2=NCC(C)S2)c1 (stereo unspecified)	5	-1.9	-0.6	-3	-1.5	15	11	4	3.9	4	-2
CCN(CC)C(=O)c1ccc(NC(=O)c2cccc(S(=O)(=O)N3CCN(Cc4ccccc4)CC3)c2)cc1	-10	2.1	-0.9	56	0.1	2	-11	·	2.8	5	6
O=c1[nH]c(=S)n(-c2ccccc2)c(O)c1C=NCCN1CCNCC1	-11	·	-1.6	-4	·	3	-7	-47	-0.1	7	-5
Cc1ccc(-n2c(-c3ccc([N+](=O)[O-])cc3)nc3ccccc3c2=O)cc1	7	0.2	0.0	31	-0.8	6	-17	17	0.9	0	1
CC1C2Cn3c(nc4ccccc43)C1N(C)O2 (stereo unspecified)	-4	1.5	-1.6	16	-2.4	-10	-14	·	1.9	9	1
OC(c1ccccc1)(c1ccccc1)C1CCCN1 (stereo unspecified)	-6	1.1	1.0	21	2.9	-5	8	1	3.9	-6	-4
CCN1CCN(C(=O)COc2ccc(S(=O)(=O)N3CCOCC3)cc2C)CC1	-1	-1.7	-3.0	i	-1.0	2	-11	-1	3.5	16	6
CC1=C(C/C(C)=C/c2ccccc2)/C(=C/CO)[C@H](O)[C@](C)(O)C12CC2	12	1.3	-2.9	1	-3.6	-2	-9	·	1.4	16	-1
COCCNC(=O)c1c(NC(=O)c2ccc(Br)o2)n(Cc2ccccc2)c2nc3ccccc3nc12	2	1.2	-0.3	830*	-3.0	-15	-12	9	1.7	2	16
COc1ccc(CCn2c(O)c(C=Nc3ccc(NC(C)=O)cc3)c(=O)[nH]c2=O)cc1OC	·	-1.6	·	-2	-2.0	·	·	4	-0.5	·	-3
CCN1CCN(c2ccc(N)cc2)CC1	2	0.4	-2.0	112	0.5	-18	-22	11	4.9	10	-1
Clc1cc(Cl)cc(NC2=NCCS2)c1	-10	-1.8	0.2	17	-2.2	-14	-1	-8	0.8	-1	11
O=C1NC(=O)N(c2ccc(F)cc2)C(=O)/C1=C/c1ccsc1	-5	3.4	-1.0	6	-3.4	4	7	1	1.7	5	0
C=CCn1c(O)c(C(C)=Nc2ccc3c(c2)CCC3)c(=O)[nH]c1=O	3	-2.3	-2.8	4	1.1	-5	-3	-14	3.7	14	0
O=C(Nc1ccccc1)N1Cc2ccccc2-n2nncc2C1	-1	·	-2.0	·	·	-8	-2	-10	1.1	9	-8
CN1CCN(c2nc(N)c(Br)c(Cl)n2)CC1	3	1.3	-0.6	-4	-3.2	5	-34	0	0.9	3	-7
C1CC2NCCC3NCCC(N1)N32 (stereo unspecified)	-14	0.1	-2.0	5	1.3	-14	10	3	1.2	10	0
COc1ccc(NC(=O)[C@@H](NC(=O)N2C[C@H]3C[C@@H](C2)c2cccc(=O)n2C3)C(C)C)cc1	4	2.5	-1.4	1	-1.8	-4	19	11	0.1	7	5
O=C(/C=C/c1ccc(F)cc1)NC(=S)N1C[C@H]2C[C@H](C1)c1cccc(=O)n1C2	1	4.9	-2.3	23	0.8	-19	-2	-9	4.9	13	0

Ordered by length of the SMILES (low to high): three of the compounds above
SMILES	PKA-R2B activ	AddAB inh	OPRM1-OPRD1 ag	Mot1-301 SUMO	E coli growth	PKA-R1A activ	HTR5A inv ag	PfHsp90 set2	phage Ecoli inh	OPRM1-OPRD1 inv	Tat export inh
C1CC2NCCC3NCCC(N1)N32 (stereo unspecified)	-14	0.1	-2.0	5	1.3	-14	10	3	1.2	10	0
CN1CCN(c2nc(N)c(Br)c(Cl)n2)CC1	3	1.3	-0.6	-4	-3.2	5	-34	0	0.9	3	-7
COCCNC(=O)c1c(NC(=O)c2ccc(Br)o2)n(Cc2ccccc2)c2nc3ccccc3nc12	2	1.2	-0.3	830*	-3.0	-15	-12	9	1.7	2	16

From PubChem BioAssay

Only part of the results is shown; the hit share may differ from the screen's.
